KCNK9 inh: blocks the human KCNK9 two-pore domain potassium channel | Q9NPC2 | B-score at 10 µM | HEK293 KCNK9, FluxOR thallium flux fluorescence; stronger effect = lower value | 310,000 tested, 1.2% active | AID 488922;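 active = ratio B-score over 3 SD below the library mean, with starting fluorescence within 5 SD of its mean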;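 note: negative B-score means less thallium flux so channel inhibition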
Target sequence (Q9NPC2 whole entry, looked up, the tested form may be a part): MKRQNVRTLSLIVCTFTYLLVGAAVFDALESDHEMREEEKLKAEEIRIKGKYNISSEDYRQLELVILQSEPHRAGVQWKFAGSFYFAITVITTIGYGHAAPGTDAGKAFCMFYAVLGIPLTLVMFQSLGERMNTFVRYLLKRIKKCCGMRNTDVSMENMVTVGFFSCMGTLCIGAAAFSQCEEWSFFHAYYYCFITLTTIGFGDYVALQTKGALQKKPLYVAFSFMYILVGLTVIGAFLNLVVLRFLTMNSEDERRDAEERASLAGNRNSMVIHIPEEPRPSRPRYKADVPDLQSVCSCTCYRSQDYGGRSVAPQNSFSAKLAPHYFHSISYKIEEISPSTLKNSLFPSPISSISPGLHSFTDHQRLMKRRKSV
TMEM16A inh: inhibitors of mouse TMEM16A calcium-activated chloride channel; 310,000 tested, 1.2% active; normalized B-score (activity score, 25-100; higher = stronger inhibition) at 10 µM; AID 588511; HEK293 TMEM16A/YFP iodide influx fluorescence, ionomycin; Q8BHY3;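 active = ratio plate-corrected score three or more library SD toward inhibition, starting fluorescence score within five deviations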;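 note: score derived from kinetic fluorescence span divided by baseline fluorescence per well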
KCNQ1 inh: blocks the human KCNQ1 potassium channel. P51787. B-score at 10 µM. CHO-K1 KCNQ1, FluxOR thallium flux fluorescence; stronger effect = higher value. AID 2642. 310,000 tested, 1.3% active;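 active = compounds whose thallium flux B-score, printed positive for inhibition, exceeds three library SD while starting fluorescence stays within three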;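 note: channel opened by potassium depolarization with thallium stimulus after 20 min compound exposure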
RGS4 block: inhibitors of human RGS4. P49798. HEK293 M3R/RGS4 inducible, Fluo-4 calcium flux; stronger effect = higher value; triggered by carbachol at its EC20. B-score at 10 µM. 310,000 tested, 0.45% active. AID 463165;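 active = B-score, a plate-corrected calcium signal, over three deviations above library mean, with baseline fluorescence within five deviations of library mean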;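 note: RGS4 expression induced by doxycycline in cells with stable M3 receptor; B-score is computed from the integrated fluorescence ratio over baseline after carbachol; higher B-score means a larger calcium signal and so more RGS4 inhibition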
Target sequence (P49798 whole entry, looked up): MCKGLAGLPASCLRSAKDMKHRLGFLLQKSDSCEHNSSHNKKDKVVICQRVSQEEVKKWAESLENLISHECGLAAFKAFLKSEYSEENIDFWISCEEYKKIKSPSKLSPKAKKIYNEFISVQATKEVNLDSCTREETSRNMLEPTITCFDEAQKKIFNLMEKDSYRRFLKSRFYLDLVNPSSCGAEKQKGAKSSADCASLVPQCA
SKKanGAS inh: inhibitors of SKKanGAS S. pyogenes growth in kanamycin (SK-promoter or general growth effect); inhibition, % at 7.5 µM; 300,000 tested, 1.3% active; BacTiter-Glo, 6 h; AID 1662;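 active = mean replicate score, as percent of positive control median, at least 50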;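 note: strain carries kanamycin resistance gene driven by streptokinase promoter and grows in 40 µg/ml kanamycin; loss of luminescence reflects streptokinase promoter inhibition or plain growth inhibition; 0% = median of DMSO wells and 100% = positive control at its reference dose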
RGS4 pot: RGS4 potentiation or activation; HEK293 M3R/inducible RGS4, carbachol calcium flux Fluo4; stronger effect = lower value; B-score at 10 µM; 310,000 tested, 0.92% active;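 active = B-score of the integrated calcium signal more than 4 SD below the library mean, with starting fluorescence not abnormally high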;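 note: negative B-score means reduced calcium response which marks RGS4 activation or potentiation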
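Material: M3R-expressing HEK293 line, RGS4 induced by doxycycline | Schedule: Overnight RGS4 induction, 30 min dye load 37 °C, 20 min compound RT | Measured by: Fluo4 fluorescence kinetic imaging of calcium | Read-out: Integrated calcium ratio converted to B score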
hERG protect: hERG (human) protection from proarrhythmic block. CHO-hERG, FluxOR thallium flux, dofetilide IC70 present. AID 1511. 310,000 tested, 0.51% active. Q12809. activation (rescue from dofetilide block), less the hit threshold, % at 10 µM;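 active = activation above the mean of controls blocked by dofetilide plus 5 SD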;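 note: thallium influx through hERG after potassium depolarization seen as dye fluorescence rise; in these data hits start at about 4.7%; inactives centre near -7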
KCNK3 inh: human KCNK3 channel inhibition, primary screen. AID 602410. O14649. 340,000 tested, 0.84% active. B-score at 10 µM. CHO-KCNK3 thallium flux, FluxOR fluorescence; stronger effect = lower value;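 active = B-score under library mean minus 4 SD, starting fluorescence ratio at most library mean plus 5 SD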;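 note: more negative B-score means stronger inhibition of thallium flux through KCNK3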
KCNQ1 pot: human KCNQ1 channel potentiation or activation; B-score at 10 µM; 310,000 tested, 0.35% active; CHO-K1 KCNQ1, thallium flux FluxOR fluorescence; stronger effect = higher value; AID 2648;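 active = fluorescence ratio B-score, a plate-corrected score, at least three library SD, with initial intensity B-score within 5 SD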
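System: Stable KCNQ1 CHO-K1 line | Incubation: 90 min dye loading and 20 min compound exposure, both at room temperature | Measure: Ratio B score | Medium: Assay buffer for compound exposure, DMSO matched across wells | Compound dosing: Single-concentration screen | Probe or stimulus: K+/Tl+ depolarizing stimulus | Measured by: Kinetic FluxOR fluorescence, 10 s baseline plus 110 s post-stimulus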
TMEM16A act: mouse TMEM16A channel activation, primary screen. HEK293 TMEM16A/YFP-H148Q/I152L, iodide quench fluorescence; stronger effect = lower value. 340,000 tested, 0.3% active. Q8BHY3. B-score at 10 µM. AID 623877;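 active = fluorescence-ratio B-score plate-corrected deviation score at least 3 library SD below zero, with starting fluorescence score within 5 deviations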;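 note: channel opened by trigger with iodide after compound preincubation; score built on the fluorescence ratio of max minus min over baseline; more negative score means more quench and so TMEM16A activation or potentiation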
HDAC3 inh: human HDAC3 inhibition; O15379; recombinant HDAC3, fluorogenic peptide/trypsin coupled, fluorescence; inhibition, % at 8.3 µM; 320,000 tested, 0.15% active; AID 2718; in the data active = inhibition above about 26%, passing the limit was not always enough
Target sequence (O15379 whole entry, looked up): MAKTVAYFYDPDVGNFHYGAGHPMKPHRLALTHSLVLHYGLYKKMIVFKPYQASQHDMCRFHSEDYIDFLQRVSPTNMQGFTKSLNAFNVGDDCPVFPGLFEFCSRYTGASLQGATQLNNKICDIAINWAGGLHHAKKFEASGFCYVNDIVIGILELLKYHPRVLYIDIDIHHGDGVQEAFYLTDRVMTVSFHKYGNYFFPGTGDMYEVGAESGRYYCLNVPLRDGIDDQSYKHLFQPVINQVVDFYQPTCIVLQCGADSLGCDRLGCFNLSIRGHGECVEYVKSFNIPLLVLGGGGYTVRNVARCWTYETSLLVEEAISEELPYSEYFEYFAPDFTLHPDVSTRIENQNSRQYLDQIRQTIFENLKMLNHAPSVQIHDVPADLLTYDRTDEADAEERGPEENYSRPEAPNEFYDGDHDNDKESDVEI
* marks the source's active call; other numbers are inactive results; i = inactive; nt = not tested or not shown. Hits appear at their usual frequency; overall some 6.3% were active at least once.

SMILES | KCNK9 inh | TMEM16A inh | KCNQ1 inh | RGS4 block | SKKanGAS inh | RGS4 pot | hERG protect | KCNK3 inh | KCNQ1 pot | TMEM16A act | HDAC3 inh
COc1ccc(N2CCN(C(=O)CSc3nnc(-c4ccc5[nH]c(C)c(C)c5c4)o3)CC2)cc1 | i | i | i | i | 18 | i | -1 | i | i | i | -12
c1ccc(CN2CCC3(CC2)Nc2ccccc2CO3)cc1 | i | i | i | i | -3 | i | -13 | i | i | i | -3
Cc1ccc2nc(NC(=O)CC3Oc4ccccc4NC3=O)sc2c1 (stereo not drawn) | i | i | i | i | -12 | i | -9 | i | i | i | 0
CC1=CC(C)(C)N=C(Nc2ccc(C)cc2)S1 | i | i | i | i | -2 | i | -10 | i | i | i | 8
CCN(CC)CCNC(=O)C1CCN(S(=O)(=O)c2c(C)noc2/C=C/c2ccccc2F)CC1 | i | i | i | i | -3 | i | -12 | i | i | i | 6
O=C(NCc1ccc2c(c1)OCO2)C(=O)NCC1OCCN1S(=O)(=O)c1ccc(Cl)cc1 (stereo not drawn) | i | i | i | i | -4 | i | -9 | i | i | i | 3
FC(F)(F)c1cnc(N2CCCN(C(=S)Nc3ccccc3)CC2)c(Cl)c1 | i | 100* | i | i | 27 | i | -13 | i | i | i | 9
CC(=O)Nc1ccc(N/C(N)=N/c2nc(C)cc(C)n2)cc1 | i | i | i | i | -6 | i | 0 | i | i | i | -14
Cn1c2c(c(=O)c3ccccc31)CCC(C)(C)O2 | i | i | i | i | -1 | i | -9 | i | i | i | -1
O=C(c1ccc([N+](=O)[O-])cc1)N(Cc1ccccc1)c1ccccn1 | i | i | i | i | 8 | i | -1 | i | i | i | -6
S=C(Nc1ccc(Cl)cc1Cl)N1CCOCC1 | i | i | i | i | -7 | i | -2 | i | i | i | -4
COc1cccc(C2=NOC(C(=O)Nc3ccccc3SC)C2)c1 (stereo not drawn) | i | i | i | i | -4 | i | -12 | i | i | i | 0
COc1ccc(CCNC(=O)CSc2ccc(-c3ccccc3)nn2)cc1 | i | i | i | i | 18 | i | -3 | nt | i | nt | -2
O=C(CC1CCCC1)N1CCCC(Nc2cccc(F)c2)C1 (stereo not drawn) | i | i | i | i | -1 | i | -13 | i | i | i | 2
COC(=O)c1ccc(CNC(=O)CNc2cc(C(F)(F)F)ccc2N2CCOCC2)cc1 | i | i | i | i | -1 | i | -5 | i | i | i | -4
CCN(CC)S(=O)(=O)c1cc(C)c(C)cc1OCC(=O)NC1CCCC1 | i | i | i | i | 2 | i | -16 | i | i | i | 3
CC(=O)NNC(=S)NC(=O)c1ccc(C)cc1 | i | i | i | i | 33 | i | -5 | i | i | i | 2
Cc1cc(C)cc(NC(=O)CC23CC4CC(C2)CC(n2nnc(C)n2)(C4)C3)c1 | i | i | i | i | -7 | i | -6 | i | i | i | 3
CCCNC(=O)COC(=O)c1ccccc1OCC(=O)Nc1ccc(Br)cc1 | i | i | i | i | -7 | i | -6 | i | i | i | 6
COC(=O)c1ccccc1NC(=O)c1cc(C)no1 | i | i | i | i | 0 | i | 0 | i | i | i | -4
CSc1ncccc1C(=O)NCc1ccc(C)cc1 | i | i | i | i | -10 | i | -7 | i | i | i | 12
COc1cccc(CNC(=O)C2CCN(S(=O)(=O)c3cnc[nH]3)CC2)c1 | i | i | i | i | 4 | i | -7 | i | i | i | -1
CC1CCN(c2ccc3nnc(CCC(=O)N4CCN(c5ccc(F)cc5)CC4)n3n2)CC1 | i | i | i | i | -2 | i | -9 | i | i | i | 6
CCc1cc(=O)oc2cc(OCC(=O)O)c(Cl)cc12 | i | i | i | i | -2 | i | -15 | i | i | i | -5
CC(C)n1cc(CN2CCC(Oc3ccc(C(=O)N4CCCCC4)cc3)CC2)cn1 | i | i | i | i | 12 | i | 0 | i | i | i | -3
SMILES | KCNK9 inh | TMEM16A inh | KCNQ1 inh | RGS4 block | SKKanGAS inh | RGS4 pot | hERG protect | KCNK3 inh | KCNQ1 pot | TMEM16A act | HDAC3 inh
CCCCc1ccc(-c2csc(/C(C#N)=C/c3ccc(C)o3)n2)cc1 | i | i | i | i | 0 | i | -11 | i | i | i | -3
Cc1ccc(C(=O)N(Cc2ccccc2)C(C)(C)C)cc1C | i | i | i | i | -6 | i | -9 | i | i | i | 0
CC(=O)C1=C(O)C(=O)N(CCO)C1c1ccccc1 (stereo not drawn) | i | i | i | i | 1 | i | -6 | i | i | i | -4
Cc1ccccc1C(=O)NC[C@@H]1CCCN2CCCC[C@H]12 | i | i | i | i | -1 | i | -1 | i | i | i | -10
COC(=O)c1ccc(C(=O)OC)c(NC(=O)C(C)C)c1 | i | i | i | i | -1 | i | -7 | i | i | i | -13
CCc1nnc(NS(=O)(=O)c2ccc(NC(=O)c3cc4ccccc4oc3=O)cc2)s1 | i | i | i | i | 18 | i | -4 | nt | i | nt | -1
COc1ccc(S(=O)(=O)N(C)c2ccc(C(=O)N3CCCC3)cc2)cc1OC | i | i | i | i | -5 | i | -11 | i | i | i | 6
COc1cccc(-c2nc(NCc3ccco3)c3ccccc3n2)c1O | i | i | i | i | -1 | i | -10 | i | i | i | 1
CSCCC1COC(c2cccs2)=N1 (stereo not drawn) | i | i | i | i | 6 | i | -2 | i | i | i | 5
COc1ccc2[nH]c3c(=O)n(Cc4ccco4)cnc3c2c1 | i | i | i | i | 17 | i | -6 | i | i | i | -37
COc1cccc(C(=O)CSc2nnc(-c3cc(OC)c(OC)c(OC)c3)o2)c1 | i | i | i | i | -10 | i | -8 | i | i | i | -4
Cc1onc(-c2ccccc2)c1C(=O)/C=C/N(C)C | i | i | i | i | -4 | i | -6 | i | i | i | 3
COc1ccc(N(CC(=O)NCc2ccc(C)cc2)S(=O)(=O)c2c(C)noc2C)cc1 | i | i | i | i | -1 | i | -7 | i | i | i | 4
O=S(=O)(c1ccccc1)N1CCn2c(nc3ccccc32)C1 | i | i | i | i | -5 | i | -5 | i | i | i | -2
CC(C)Oc1ccc(C2CNC(=O)C2)cc1 (stereo not drawn) | i | i | i | i | -3 | i | -7 | i | i | i | -8
CCn1nccc1C(=O)Nc1nc2ccccc2n1CCN1CCCCC1 | i | i | i | i | -1 | i | -3 | i | i | i | 5
CCN1C(=O)c2ccccc2S(=O)c2ccc(C(=O)NCc3ccc(OC)cc3)cc21 (stereo not drawn) | i | i | i | i | -17 | i | -8 | i | i | i | nt
c1ccc(N2OCC3Cn4c(nc5ccccc54)C32)cc1 (stereo not drawn) | i | i | i | i | -2 | i | -6 | i | i | i | 1
CC(=O)c1cccc(NC(=O)C2CCN(S(C)(=O)=O)CC2)c1 | i | i | i | i | -10 | i | -3 | i | i | i | 2
COCc1ccc(CN2CCCC(CCC(=O)NCc3cccc(OC)c3)C2)o1 (stereo not drawn) | i | i | i | i | 1 | i | -13 | i | i | i | -1
CCc1ccc(NS(=O)(=O)c2c(C)noc2C)cc1 | i | i | i | i | -5 | i | 1 | i | i | i | 7
Nc1c(C(=O)Nc2ccc3c(c2)OCCO3)nnn1Cc1ccc(Cl)cc1 | i | i | i | i | 6 | i | -7 | i | i | i | -5
Cn1cc(CN2CCc3c([nH]c4ccccc34)C2C2CCCCC2)cn1 (stereo not drawn) | i | i | i | i | -1 | i | -7 | i | i | i | -10
O=C(Nc1cccc(Cl)c1)N1CCN(c2ncccn2)CC1 | i | i | i | i | 0 | i | -18 | i | i | i | 11
CCOC(=O)c1sc2nc(C)nc(N3CCCCC3C)c2c1C (stereo not drawn) | i | i | i | i | 14 | -7.3* | -11 | -8.8* | i | i | -4
SMILES | KCNK9 inh | TMEM16A inh | KCNQ1 inh | RGS4 block | SKKanGAS inh | RGS4 pot | hERG protect | KCNK3 inh | KCNQ1 pot | TMEM16A act | HDAC3 inh
Cc1nnc2n(Cc3ccccc3)c(=O)c3c4c(sc3n12)COC(C)(C)C4 | i | i | i | i | 1 | i | -5 | i | i | i | 1
O=C(CSc1nnc2scc(-c3ccccc3)n12)Nc1ccc2c(c1)OCCO2 | i | i | i | i | -20 | i | -6 | i | i | i | -2
COc1cccc(CN2C(=O)c3cccc(N)c3C2=O)c1 | i | i | i | i | -12 | i | -10 | i | i | i | -11
CCCCC(=O)Nc1ccc(Br)cn1 | i | i | i | i | -2 | i | -3 | i | i | i | 5
Nn1c(SCC(=O)NNC(=O)c2ccccc2)nnc1-c1ccccc1F | i | i | i | i | -2 | i | -16 | i | i | i | -11
Cc1ccc2[nH]c(=O)c(CN(CCCN(C)C)C(=O)Nc3ccc(Cl)cc3)cc2c1 | i | i | i | i | 9 | i | -17 | i | i | i | 0
O=C(/C=C/c1ccc2ccccc2n1)N1CCN(c2ccccc2)CC1 | i | i | i | i | 1 | i | -20 | i | i | i | 7
CCN1CCN(S(=O)(=O)c2c(C)[nH]c(C)c2C(=O)N2CCCCC2)CC1 | i | i | i | i | -9 | i | -7 | i | i | i | -8
O=C(Nc1ccc(Br)cc1)c1ccccc1Br | -7.8* | i | i | i | -1 | i | -1 | i | i | i | -2
CC(C)(C)c1ccc(-c2cnco2)cc1 | i | i | i | i | 0 | i | -12 | i | i | i | -4
CCOCCCNC(=S)NCCNc1nc2ccc(C)cc2cc1C#N | -8.3* | i | i | i | 2 | i | -8 | i | i | i | -22
CCCCc1cc(=O)oc2cc(OCC(=O)Nc3cccnc3)c(Cl)cc12 | i | i | i | i | -1 | i | -6 | i | i | i | -3
COc1ccc(NC2CCCN(C(=O)CCc3scnc3C)C2)cc1 (stereo not drawn) | i | i | i | i | -1 | i | -7 | i | i | i | nt

Looked up by compound from the entries so far:
SMILES | KCNK9 inh | TMEM16A inh | KCNQ1 inh | RGS4 block | SKKanGAS inh | RGS4 pot | hERG protect | KCNK3 inh | KCNQ1 pot | TMEM16A act | HDAC3 inh
CCCCc1cc(=O)oc2cc(OCC(=O)Nc3cccnc3)c(Cl)cc12 | i | i | i | i | -1 | i | -6 | i | i | i | -3
COc1ccc(NC2CCCN(C(=O)CCc3scnc3C)C2)cc1 (stereo not drawn) | i | i | i | i | -1 | i | -7 | i | i | i | nt
CC(C)(C)c1ccc(-c2cnco2)cc1 | i | i | i | i | 0 | i | -12 | i | i | i | -4
CCCCC(=O)Nc1ccc(Br)cn1 | i | i | i | i | -2 | i | -3 | i | i | i | 5
